Source: PubChem BioAssay (Southern Research Specialized Biocontainment Screening Center)
H1N1 NS1A inhibition – NS1A inhibition, H1N1 influenza, cell based functional assay (AID 504329); NS1A functional cell-based assay, percent inhibition; higher % means a stronger effect; inhibition, % at 12.5 µM, or IC50 in µM where a hit was titrated; 0.3% of 340,000 active; in the data active means a potency from the dose series; inconclusive means inhibition above about 27% without an active follow-up result; further: strong numbers were not always called active
tuberculosis growth – growth inhibition of non-replicating M. tuberculosis (AID 488890) | inhibition, % at 25 µM, or IC50 in µM where a hit was titrated | 0.39% of 320,000 active | Mycobacterium tuberculosis non-replicating, growth inhibition; higher % means a stronger effect; in the data active means a potency from the dose series; inconclusive means inhibition mostly from about 82% at the one dose, without a potency; inactive means the rest, 99 in 100 with inhibition below about 76%;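 further: plate controls were DMSO cells for no effect and high antibiotic wells for full effect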
PhoP GFP inhibition – PhoP regulon inhibitors, Salmonella typhi PhoP promoter GFP reporter, confirmatory (AID 1850). Salmonella Typhi PhoP-promoter GFP reporter, fluorescence, 4 h; higher % means a stronger effect. inhibition, % at 50 µM; hits with a dose series show IC50 in µM. 0.33% of 310,000 active; in the data active means a potency from the dose series; inconclusive means inhibition mostly from about 25% at the one dose, without a potency; inactive means the rest, 99 in 100 with inhibition below about 19%;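 further: 0% = induced wells with vehicle and 100% = uninduced wells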
inhibitors of VEEV – inhibitors of VEEV TC-83 cytopathic effect, confirmation, Vero cells (AID 588727); Vero cells, VEEV TC-83 cytopathic effect inhibition; higher % means a stronger effect; inhibition, % at 20 µM; hits with a dose series show IC50 in µM; 0.13% of 350,000 active; in the data active means a potency from the dose series; inconclusive means inhibition mostly from about 14% at the one dose, without a potency; inactive means the rest, 99 in 100 with inhibition below about 12%; further: strong numbers were not always called active
H37Rv inhibition – M. tuberculosis growth inhibition, HTS (AID 449762); M. tuberculosis H37Rv growth inhibition, 7H9 media; higher % means a stronger effect; one-dose inhibition, % at 25 µM; IC50 in µM for titrated hits; 0.59% of 330,000 active; in the data active means a potency from the dose series; inconclusive means inhibition above about 70% without an active follow-up result;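 further: bacterial growth assessed after seven days of incubation; strong numbers were not always called active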
inhibitors of VEEV 10K pilot screen – recorded beside inhibitors of VEEV, whose call it bears; inhibition, %; measured here: 10K pilot screen inhibition
Active calls of the source: *; i = inactive; ? = inconclusive; · = not tested or not shown.

SMILES	H1N1 NS1A inhibition	tuberculosis growth	PhoP GFP inhibition	inhibitors of VEEV	H37Rv inhibition	others
O=C(COC(=O)Cc1ccc(Cl)cc1)Nc1ccc2[nH]c(=O)[nH]c2c1	-7%	16%	4%	8.3%	1%
COc1ccccc1CSc1ncc(-c2ccc([N+](=O)[O-])cc2)[nH]1	-1%	59%	-1%	2.7%	-2%
Clc1ccc(-c2cc(-c3ccccn3)on2)c(Cl)c1	-18%	21%	0%	1.0%	3%
Cc1csc(N/N=C/c2ccc(O)c([N+](=O)[O-])c2)n1	10%	35%	11%	i	0%
O=C(N/N=C/c1c[nH]c2ccccc12)c1sc2ccccc2c1Cl	5%	1%	6%	2.5%	1%
COc1ccc(NC(=O)C2CCCN(c3cc(C)nc4ncnn34)C2)cc1 (stereo not given)	6%	1%	-6%	i	-5%
CS/C(=N\S(=O)(=O)c1cccs1)Nc1cccc(Cl)c1C	0%	-2%	10%	i	1%
CC(C)CC(OC(=O)c1cccs1)C(=O)NCC1CCCO1 (stereo not given)	11%	-2%	-4%	0.3%	-14%
CC1(C)CC(=O)C2=C(C1)N(C1CCCCC1)C(=O)C2(O)C(F)(F)F (stereo not given)	-2%	16%	6%	3.2%	-6%
Cc1ccc(NC(=O)C2CCN(C(=O)NC3CCCCC3)CC2)cc1	-13%	7%	-2%	1.1%	6%
C/C(=C\c1cc(C(=O)O)c(C)o1)CO	3%	-20%	-5%	0.7%	·	inhibitors of VEEV 10K pilot screen=0.0
CC(=O)NCc1ccc(S(=O)(=O)N2CCCN(C)CC2)cc1	-14%	-7%	-4%	0.7%	3%
COc1ccc(S(=O)(=O)N2CCC3(CC2)OCCN3S(=O)(=O)c2ccc(OC)cc2)cc1	-3%	5%	-4%	1.1%	1%
N#CCC(=O)N/N=C/c1ccc(SCC(=O)Nc2ccccc2)o1	-14%	27%	-8%	0.6%	23%
CSc1nc(C)nc(C2CC2)c1C#N	·	-12%	2%	0.1%	-14%
Cc1cc(C)nc(SC2CC(=O)N(c3ccc(Br)cc3)C2=O)n1 (stereo not given)	17%	69%	8%	2.3%	-5%
CC(=O)Nc1ccc(NC(=O)C(C)OC(=O)C2CCCC2)cc1 (stereo not given)	-5%	4%	-7%	1.8%	2%
N/C(=N\[N+](=O)[O-])N1CCN(C(=O)Oc2ccccc2)CC1	-7%	-8%	6%	2.6%	-2%
Cc1ccccc1-n1c(SCC(=O)c2c(N)n(C)c(=O)n(C)c2=O)nc2sc3c(c2c1=O)CCCC3	-5%	50%	5%	0.3%	1%
Cc1cccc(OCCc2c(C)[nH]c(=S)[nH]c2=O)c1	-16%	20%	-2%	4.5%	-2%
Cc1ncc(C[n+]2csc(CCOC(=O)CC3C4CC5CC(C4)CC3C5)c2C)c(N)n1 (stereo not given)	-6%	37%	-9%	4.2%	-2%
Cc1ccc2c(c1)N(CC(=O)Nc1ncccc1C)C(=O)C(C(C)C)O2 (stereo not given)	-7%	12%	-6%	1.7%	1%
COc1cc(NC(=O)COC(=O)c2ccccc2F)cc(OC)c1	16%	26%	-10%	i	2%
COc1c(Cl)ccc(Cl)c1C(=O)OCC(=O)O	-24%	18%	-9%	0.1%	-8%
O=C(COC(=O)COc1ccc(Cl)cc1Br)NCCC1=CCCCC1	-16%	54%	·	2.2%	-3%
N#Cc1c(-c2ccccc2)nc(SCc2cccc(C(F)(F)F)c2)[nH]c1=O	-10%	-1%	-22%	0.4%	4%
CSc1nc2ccc(NC(=O)CSc3nnc(N)s3)cc2s1	-10%	73%	5%	0.3%	?
Oc1c(C=Nc2ccccc2Cl)[nH]c2ccccc12	0%	11%	16%	0.4%	0%
C=CCN1C(=O)NC(=O)/C(=C/c2cccn2C)C1=O	7%	3%	-3%	0.9%	6%
COc1cccc(C(=O)OCC(=O)NC(C)CCc2ccccc2)c1O (stereo not given)	20%	37%	2%	i	4%
CCCc1cc(=O)[nH]c(SCC(=O)Nc2nc(-c3ccccc3)cs2)n1	8%	-5%	-1%	2.7%	-6%
COP(=O)(OC)c1nc(-c2cccc3ccccc23)oc1NCc1ccccc1	-9%	-16%	-1%	5.1%	4%
Cc1ccc(C2=[N+]([O-])C3(CCCCC/C3=N\NC(N)=O)N(O)C2(C)C)o1 (stereo not given)	3%	8%	2%	0.4%	-2%
CC(=O)N1N=C(C)CC1c1ccc(O)cc1 (stereo not given)	7%	-4%	-5%	0.2%	-11%
CCOC(=O)c1oc2ccc(Br)cc2c1NC(=O)CN1CCN(C)CC1	-37%	18%	2%	31%	1%
O=C(CCn1c(=O)sc2ccccc21)NCc1ccc2c(c1)OCO2	11%	5%	10%	0.2%	-3%
Cc1ccc(SCC(=O)Nc2ccccc2C(=O)O)cc1	1%	62%	-3%	2.3%	18%
Cc1sc2ncnc(SCC(=O)N3CCCC(C(F)(F)F)C3)c2c1C (stereo not given)	-5%	14%	9%	i	5%
CCOc1ccccc1C(=O)Nc1ccccc1-c1ccccc1	-14%	37%	-1%	2.1%	4%
O=C(NNC(=S)Nc1ccccc1)c1cc(Br)ccc1Cl	-4%	68%	-10%	0.3%	-13%
COc1cc(/C=N/NC(N)=O)cc(Br)c1OCc1ccccc1C	-9%	7%	-14%	6.2%	5%
O=C1N=C(N2CCOCC2)SC1=C1CCCCC1	-1%	13%	-9%	1.0%	-5%
O=C(O)CCn1cc(C=C2C(=O)NC(=O)NC2=O)c(-c2cc3ccccc3oc2=O)n1	-5%	-9%	-5%	0.4%	3%
CN1CCN(Cc2cn(C)nc2-c2ccccc2F)CC1c1ccccc1 (stereo not given)	0%	9%	-2%	2.4%	3%
O=C(Cc1cccc2ccccc12)NN1C(=O)CSC1=S	-1%	4%	14%	0.3%	-3%
O=C(CSc1nc2c(cnn2-c2ccc(F)cc2)c(=O)[nH]1)N1CCOCC1	3%	-6%	0%	1.0%	1%
O=C(NCC1CCCCC1)c1ccc(Cl)c(S(=O)(=O)N2CCOCC2)c1	-7%	70%	·	2.7%	-14%
O=C(NC1CCCCC1)c1nc2c(nnn2Cc2ccccc2Cl)c(=O)[nH]1	16%	3.7µM*	8%	i	4%
Cc1oc(-c2ccc(Cl)cc2)nc1CN1CCC(C(=O)NCCCN2CCCC(C)C2)CC1 (stereo not given)	1%	36%	-7%	4.3µM*	6%
CCOc1ccc(S(=O)(=O)NCCC(=O)OCC(=O)Nc2cc(C)on2)cc1	-4%	-6%	4%	0.8%	1%
CN(C)S(=O)(=O)n1cc(/C=C(\NC(=O)c2ccccc2Cl)C(=O)NCCCN2CCOCC2)c2ccccc21	-11%	12%	1%	8.0%	-2%
O=C1C[C@@H](c2ccc(O)cc2)Oc2cc(O)cc(O)c21	-11%	12%	1%	i	3%
O=C1C(=O)N(c2cccc(Cl)c2)C(c2ccccc2[N+](=O)[O-])/C1=C(\O)c1ccccc1 (stereo not given)	-3%	54%	-15%	0.5%	0%
N#Cc1ccc(C(=O)Nc2nc3ccccc3[nH]2)cc1	8%	-12%	6%	0.8%	14%
CCOC(=O)c1cc2[nH]c3ccccc3c2[n+](-c2ccc([N+](=O)[O-])cc2)c1C	4%	-7%	11%	1.9%	-1%
COCCNc1nnc(SCC(=O)NC(=O)c2ccccc2)s1	-13%	-5%	1%	i	5%
CCOc1ccccc1NC(=O)c1nc(S(=O)(=O)Cc2ccccc2)ncc1Cl	5%	53%	-12%	?	1%
COc1ccccc1CCC(=O)OCC(=O)N1CCN(S(=O)(=O)c2ccc(C)cc2C)CC1	-16%	0%	10%	8.4%	3%
COc1cc(CCC(=O)NCc2ccc(S(N)(=O)=O)cc2)cc(OC)c1OC	-2%	-9%	-4%	4.5%	-1%
O=C(Nc1ccccc1F)NC1CCN(Cc2nnnn2Cc2ccc(F)cc2)CC1	-4%	14%	1%	0.1%	-24%
More entries follow:
SMILES	H1N1 NS1A inhibition	tuberculosis growth	PhoP GFP inhibition	inhibitors of VEEV	H37Rv inhibition	others
CC(C)(C)c1cc([N+](=O)[O-])cc(C(C)(C)C)c1O	·	67%	-6%	·	-3%
COc1ccc(OC)c(S(=O)(=O)N(C)CC(=O)Nc2ccc3c(c2)OCCO3)c1	2%	-8%	5%	11%	-2%
O=C(NCCc1ccccc1)C1CCN(C(=O)c2sccc2-n2cccc2)CC1	4%	6%	0%	0.7%	-5%	inhibitors of VEEV 10K pilot screen=0.3
O=C(CSc1nccn1-c1cccc(Cl)c1)Nc1ccc2c(c1)OCCO2	14%	14%	·	1.2%	-3%
CCOc1cc(C(=O)Nc2ccccc2N2CCOCC2)ccc1OCC(=O)N1CCCCC1	-10%	2%	-2%	7.3%	-1%
N#Cc1c(N)sc(=S)c2c1CCCCC2	19%	·	-20%	0.7%	-3%
COc1ccc(S(=O)(=O)N2CCN=C2SCc2cccnc2)cc1	-3%	9%	2%	1.0%	-1%
CCC(C)(C(=O)NC1CCCC1)N(Cc1cccs1)C(=O)c1ccc2c(c1)OCO2 (stereo not given)	-2%	9%	-6%	1.2%	1%
COc1ccc(CCNC(=O)COc2ccc(S(=O)(=O)N3CCCC3)cc2)cc1	-9%	5%	1%	i	-6%
Cc1nc2c3c(sc2c(=O)[nH]1)NC(=O)CC3c1ccccc1Cl (stereo not given)	2%	2%	-7%	2.4%	-5%
N#CCSc1nccc(/C=C/c2ccccc2)n1	0%	5%	7%	0.7%	23%
Cc1coc(C)c1C(=O)CC1(O)C(=O)Nc2cc(Cl)cc(Cl)c21 (stereo not given)	-18%	14%	-9%	1.7%	0%
O=C(O)c1ccc(C=NNC(=O)c2cccc3ccccc23)cc1	-26%	·	·	5.7%	·
CCN(C(=O)CCS(=O)(=O)c1cccc2nonc12)c1ccc(C)c(C)c1	-11%	23%	10%	8.6%	6%
CCOC(=O)c1c(C)oc2ccc(OCc3cc(C(=O)OC)oc3C)cc12	-3%	20%	10%	32%	62%
COc1ccc(C)cc1NC(=O)CSc1nc2scc(C)c2c(=O)[nH]1	-5%	22%	2%	11%	9%
COc1cc(NC(=O)c2cc(OC)c(OC)c(OC)c2)c(OC)cc1NC(=O)CN1CCCCC1	14%	-7%	-13%	11%	-3%
CCN(c1ccccc1)S(=O)(=O)c1ccc2c(c1)CCCN2C(C)=O	5%	-37%	4%	1.6%	1%
O=C(CSc1nnc2scc(-c3ccccc3)n12)Nc1nsc(-c2ccc(Cl)cc2)n1	-9%	7%	-23%	1.0%	10%
C/C(CCc1ccccc1)=N\NC(=O)COc1ccccc1C	-13%	8%	-27%	1.4%	9%
Cn1c(C(=O)c2ccccc2)nc2ccccc21	-5%	-6%	-1%	0.8%	1%
COc1cccc(N2CC(=O)N(NC(=O)CSc3nc(C)cc(C)c3C#N)CC2=O)c1	20%	-10%	-9%	1.2%	-4%
CCC(Oc1ccccc1)C(=O)Nc1ccc(C)c(S(=O)(=O)N2CCOCC2)c1 (stereo not given)	-8%	16%	-6%	5.6%	2%
O=C(Nc1ccccc1N1CCCCC1)c1ccc(OC(F)F)cc1	-1%	74%	-16%	6.4%	39%
Cn1c(=O)n(C)c2cc(C(=O)O)ccc21	7%	-6%	0%	0.5%	1%
CS(=O)(=O)N(Cc1nc(-c2ccc(F)cc2)no1)c1ccccc1Cl	5%	4%	-1%	0.1%	6%
Cc1ccc(C)c(NC(=O)CCn2cnnn2)c1	-3%	7%	6%	2.0%	-5%

Random draw from the library; 1.5% or so of the library scored in one or more.
